From PubChem BioAssay
UBC9 SUMO inh: blocks human SUMOylation mediated by UBC9. P63279. HTRF SUMOylation assay, SAE1/SAE2 + UBC9, in vitro. inhibition, % at 35 µM. actives 0.36% (n = 290,000). AID 2006; in the data active = inhibition above about 50%, passing the limit was not always enough; also: strong numbers were not always called active
Target sequence (P63279 whole entry, looked up): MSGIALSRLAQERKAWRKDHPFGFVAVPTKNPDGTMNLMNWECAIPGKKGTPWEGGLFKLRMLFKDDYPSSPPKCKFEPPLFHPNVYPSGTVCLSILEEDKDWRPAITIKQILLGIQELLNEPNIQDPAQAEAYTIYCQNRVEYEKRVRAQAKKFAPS
GalR3 antagonist: human GalR3 antagonism; HEK293 GalR3-CNG cAMP membrane potential fluorescence; galR3 body fused to GalR1 C-terminus; inhibition, % at 3 µM; actives 0.44% (n = 360,000); AID 651719;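 active = inhibition above the screen-wide average plus 3 SD, cut at about 13% in these data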;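 also: forskolin and galanin both at EC90 stimulate the cells; cAMP rise reported by CNG channel membrane potential dye signal; 0% = forskolin plus galanin with DMSO and 100% = forskolin alone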
Target sequence (O60755 1-299 limits assumed): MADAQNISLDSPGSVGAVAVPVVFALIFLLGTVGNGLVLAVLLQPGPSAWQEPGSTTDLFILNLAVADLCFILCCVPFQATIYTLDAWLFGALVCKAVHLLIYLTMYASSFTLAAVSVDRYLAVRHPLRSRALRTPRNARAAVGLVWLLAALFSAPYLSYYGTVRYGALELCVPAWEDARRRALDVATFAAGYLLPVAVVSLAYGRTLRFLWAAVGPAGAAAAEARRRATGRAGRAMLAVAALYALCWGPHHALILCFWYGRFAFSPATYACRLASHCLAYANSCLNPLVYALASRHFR
IDE act: activators of human insulin-degrading enzyme in cells | HEK cells, FAbeta-B cleavage, fluorescence polarization; 0% vehicle, 100% cell-free pure enzyme wells | P14735 | actives 0.073% (n = 340,000) | activation, % at 5.96 µM;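 active = activation above the mean of all tested compounds plus 3 SD, set per screening campaign, cut at about 17% in these data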
p-CIP stab down: lowers stability of the mouse p/CIP coactivator protein | decrease of EGFP signal, % at 10 µM | actives 0.01% (n = 290,000) | F442A p/CIP-EGFP cells, EGFP fluorescence, 16 h | AID 1984;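 active = EGFP signal decrease of at least 30% at 10 µM or well 3 SD below plate mean, unless failing retest; inactive = the rest, including hits failing retest or dose response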; also: some compounds called inactive have numbers as strong as hits; many of its hits are not listed in these tables
VIM-2 inh: inhibitors of Pseudomonas aeruginosa VIM-2 metallo-beta-lactamase. actives 0.89% (n = 290,000). purified VIM-2, nitrocefin hydrolysis, epi-absorbance fluorescence. AID 1527. inhibition, % at 5.6 µM;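 active = inhibition above the mean of all tested compounds plus 3 SD, cutoff set per screening run, cut at about 7.5% in these data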;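 also: red hydrolysis product quenches plate fluorescence so inhibitors raise well fluorescence; 0% = enzyme with DMSO and 100% = DMSO without enzyme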
IMP-1 inhibitor: blocks Pseudomonas aeruginosa IMP-1 metallo-beta-lactamase; inhibition, % at 5.6 µM; actives 0.45% (n = 290,000); purified IMP-1, nitrocefin hydrolysis, epi-absorbance fluorescence;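 active = inhibition above the mean plus 3 SD of all compounds in the same screening run, cut at about 4.5% in these data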;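 also: 0% = IMP-1 with DMSO and 100% = DMSO wells lacking enzyme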
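Assay system: purified recombinant IMP-1 beta-lactamase. Input: IMP-1 0.2 nM before substrate addition. Buffer or medium: Zinc- and detergent-supplemented HEPES buffer, pH 7.1. Schedule: 25 °C, 15 min preincubation, 25 min reaction. Signal: Epi-absorbance fluorescence, 480 nm excitation, 530 nm emission. Evaluation: percent inhibition from optical density relative to buffer-blank wells.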
CRFR2-BP antag: CRF-BP/CRF-R2 complex antagonism; inhibition, % at 11.8 µM; actives 0.59% (n = 350,000); HEK293 CRF-R2/CRF-BP, CRF-induced calcium fluorescence; AID 588475;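 active = inhibition of the ligand-induced calcium signal above about 50% at the single tested concentration, limit read from the data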
IDE cell inh: inhibits human insulin-degrading enzyme in HEK cells. FAbetaB cleavage, fluorescence polarization. P14735. inhibition, % at 5.59 µM. actives 0.41% (n = 320,000);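 active = percent inhibition above the average of all tested compounds plus 3 SD, set per screening campaign, cut at about 16% in these data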;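 also: IDE supplied by intact live HEK cells; FP after avidin binding of uncleaved biotin substrate so inhibition keeps polarization high; 0% = DMSO wells and 100% = 60 µM reference IDE inhibitor Ii1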
NS3 helicase inh: blocks Hepatitis C virus NS3 helicase unwinding | NS3 helicase DNA unwinding, Cy5 molecular beacon fluorescence | inhibition, % at 10.9 µM | actives 0.56% (n = 290,000);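 active = inhibition above the mean of all tested compounds plus 3 SD, set per campaign, cut at about 35% in these data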;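 also: 0% = DMSO wells and 100% = thioflavine S control wells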
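Test system: hepatitis C virus NS3 helicase domain fragment enzyme. Also added: annealed dual-labelled DNA beacon duplex, ATP-started. Timing: 60 min unwinding reaction at 25 °C after ATP addition. Technique: Cy5 fluorescence. Measure: % inhibition of unwinding.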
Starred values were filed as active, the others as inactive; / = no result given.

entry	Compound	IDE cell inh	CRFR2-BP antag	VIM-2 inh	GalR3 antagonist	IMP-1 inhibitor	IDE act	p-CIP stab down	UBC9 SUMO inh	NS3 helicase inh
1	COc1ccc(-c2nc3ccccc3c(=O)n2CCOc2ccccc2C)cc1	0	-18	-1.1	-2	-0.9	1	6	-5	5
2	O=C(CCCNC(=O)c1ccc(Cl)cc1)Nc1ccccc1C(F)(F)F	0	-4	1.4	-8	0.7	-3	-6	9	3
3	CC(C)NC(=O)c1onc(CSc2ccccc2F)c1C(=O)O	-4	14	-3.6	-5	-2.2	3	-10	-9	-6
4	Cc1ccc(S(=O)(=O)N(C)c2ccc(C(=O)NCC(c3ccco3)N(C)C)cc2)cc1 (centres undefined)	5	3	/	-5	/	3	/	/	/
5	O=C1OC(/C(=C\Nc2ccccc2)[N+](=O)[O-])c2ccccc21 (centres undefined)	2	-4	-3.8	-7	-1.1	1	-14	9	-8
6	COc1ccc(/C=C/C(=O)Nc2cc(C(F)(F)F)ccc2Cl)cc1	5	-8	-2.6	-5	-3.4	-1	-8	3	-1
7	Cc1cc(NC(=O)CSc2nc(CC(C)(C)C)nc3c2c(=O)n(C)c(=O)n3C)no1	0	7	-3.0	/	-1.8	-1	-13	20	-5
8	CCNC(=O)NC(=O)COC(=O)CCCSc1nc2ccccc2[nH]1	-3	11	-1.9	0	-3.1	4	6	13	-2
9	CCOC(CCn1c(SCc2cccc([N+](=O)[O-])c2)nc2ccccc2c1=O)OCC	-2	-11	-3.6	-6	-1.3	-1	6	-18	3
10	CCC(NC(=S)NC1CCCCC1)c1ccccc1 (centres undefined)	/	/	-3.8	-4	-2.6	4	-9	12	5
11	CCN(CC)CCNC(=O)CS(=O)Cc1nc(-c2ccc(Cl)cc2)oc1C (centres undefined)	1	-13	-2.1	-3	-2.2	5	-2	20	2
12	NC(=O)C1CCN(C(=S)c2ccc(-c3ccc(Br)cc3)o2)CC1	8	-1	0.5	8	-2.7	/	6	11	3
13	CCCSc1nc2sc3c(c2c(=O)[nH]1)CC(C)(CC)OC3 (centres undefined)	-1	-6	2.2	-9	-2.8	-2	-1	-20	6
14	CN(CCOc1ccc(Cl)cc1)c1ccc(S(=O)(=O)N2CCCCC2)cn1	5	-2	-1.9	-5	-5.9	1	-8	-18	-2
15	O=c1oc(-c2ccc(Br)o2)nc2ccccc12	2	-15	-2.8	-7	0.4	-2	-4	-31	-4
16	COC(=O)c1cn[nH]c1NC(=S)Nc1ccccc1C	4	-5	-2.1	-8	-4.0	1	-7	2	-3
17	Cc1cc2c(NCC(C)O)ncnc2s1 (centres undefined)	-3	8	-1.8	1	-2.8	5	/	/	-8
18	COc1ccc(C(=O)NC(=S)NC2CCCCC2)cc1	4	-10	-3.5	-4	-2.4	2	-9	-9	6
19	Cc1ccc2nc(SCC(=O)Nc3cc(C)on3)[nH]c2c1	-3	17	-4.5	-6	-2.2	-7	-1	4	9
20	Cc1cc(C)nc(N2CCCC(C(=O)Nc3nnc(C(C)(C)C)s3)C2)n1 (centres undefined)	-1	-7	-3.1	-1	-2.8	3	-8	12	8

2 of the compounds above, with each value named.
2) O=C(CCCNC(=O)c1ccc(Cl)cc1)Nc1ccccc1C(F)(F)F
  IDE cell inh: 0	CRFR2-BP antag: -4	VIM-2 inh: 1.4	GalR3 antagonist: -8	IMP-1 inhibitor: 0.7	IDE act: -3	p-CIP stab down: -6	UBC9 SUMO inh: 9	NS3 helicase inh: 3
9) CCOC(CCn1c(SCc2cccc([N+](=O)[O-])c2)nc2ccccc2c1=O)OCC
  IDE cell inh: -2	CRFR2-BP antag: -11	VIM-2 inh: -3.6	GalR3 antagonist: -6	IMP-1 inhibitor: -1.3	IDE act: -1	p-CIP stab down: 6	UBC9 SUMO inh: -18	NS3 helicase inh: 3

Back to the main list with the 3 entries that preceded the break.
entry	Compound	IDE cell inh	CRFR2-BP antag	VIM-2 inh	GalR3 antagonist	IMP-1 inhibitor	IDE act	p-CIP stab down	UBC9 SUMO inh	NS3 helicase inh
18	COc1ccc(C(=O)NC(=S)NC2CCCCC2)cc1	4	-10	-3.5	-4	-2.4	2	-9	-9	6
19	Cc1ccc2nc(SCC(=O)Nc3cc(C)on3)[nH]c2c1	-3	17	-4.5	-6	-2.2	-7	-1	4	9
20	Cc1cc(C)nc(N2CCCC(C(=O)Nc3nnc(C(C)(C)C)s3)C2)n1 (centres undefined)	-1	-7	-3.1	-1	-2.8	3	-8	12	8
21	N#C/C(=C\c1ccc(O)c(O)c1)C(=O)c1ccc(O)c(O)c1	4	-53	/	0	/	-2	/	/	/
22	Cc1ccc(C)c(NC(=O)c2ccc(S(=O)(=O)N(C)CC3CCCO3)cc2)c1 (centres undefined)	2	-8	-3.7	-4	0.1	3	-20	2	0
23	Cc1ccc(C(NC(=O)N2CCCC2)C(Cl)Cl)cc1F (centres undefined)	11	7	-1.5	-6	-1.4	1	10	-9	0
24	CCOc1cc(CNCCO)cc(Br)c1OCc1ccc(Cl)cc1Cl	4	-13	-1.3	-4	-2.1	6	-7	-14	-89
25	COc1cc2ncnc(NCc3ccccc3Cl)c2cc1OC	3	-2	-1.2	-3	-2.7	-14	-3	4	-16
26	C=CCNc1ccc(N2C(=O)C3CCC(C)CC3C2=O)cc1[N+](=O)[O-] (centres undefined)	-6	/	-1.3	-2	-3.3	/	-3	12	5
27	O=C(COc1ncnc2sccc12)N1CCN(C(=O)c2ccco2)CC1	5	1	-0.1	0	0.3	7	-5	8	-1
28	CC(C)c1ccc(NC(=O)COC(=O)/C=C/c2cccc(Br)c2)cc1	-7	-14	-3.7	6	-4.1	5	1	16	6
29	CCc1cc(-c2n[nH]c(C)c2-c2nc3ccccc3s2)c(O)cc1OCC(=O)NN	1	-18	-2.1	-4	-2.2	6	0	-5	-35
30	CCc1ccccc1NNC(=O)c1cc(C)on1	2	-74	0.4	-1	-1.3	-1	-3	1	-8
31	Cc1cc(Cl)cc(Br)c1OCCCNCC(C)O (centres undefined)	-2	-32	-2.8	-7	-1.5	-2	-13	-13	7
32	CC(=O)Nc1ccc(S(C)(=O)=O)c(C)c1	7	3	1.2	-6	-1.8	4	-4	8	1
33	CCC1=[N+]([O-])C(C)(/C(C)=N\O)N(O)C1(C)C (centres undefined)	-2	-14	-0.2	0	-0.9	5	33	11	-2
34	Cc1ccc2c(c1)C(=O)CCN2	6	15	-2.0	1	-2.7	2	0	4	-5
35	COc1ccc(CSc2nncn2C)cc1F	-3	7	1.1	1	-2.1	6	-16	16	-2
36	N/C(=N\OC(=O)Cc1ccc(Cl)cc1)c1ccncc1	5	0	-3.8	-1	-1.2	-1	-14	-4	2
37	O=S(=O)(c1ccc(Cl)cc1)N1CCN(c2ncnc3sccc23)CC1	1	2	/	-10	/	0	/	/	/
38	Cc1nn(CC(=O)Nc2cccc(Cl)c2)c(=O)c2cc(-c3ccccc3)nn12	-2	-4	-4.6	-8	-2.8	-1	-5	20	2
39	CN(Cc1ccccc1)C(=O)CC(=O)N(C)Cc1ccccc1	7	0	-4.0	-6	-4.1	2	-6	12	4
40	CCc1ccccc1NC(=O)NNS(=O)(=O)c1cc(C)ccc1C	-1	-14	-2.0	-4	-3.2	6	-4	0	-2

Looked up by compound from the list above:
entry	Compound	IDE cell inh	CRFR2-BP antag	VIM-2 inh	GalR3 antagonist	IMP-1 inhibitor	IDE act	p-CIP stab down	UBC9 SUMO inh	NS3 helicase inh
4	Cc1ccc(S(=O)(=O)N(C)c2ccc(C(=O)NCC(c3ccco3)N(C)C)cc2)cc1 (centres undefined)	5	3	/	-5	/	3	/	/	/
3	CC(C)NC(=O)c1onc(CSc2ccccc2F)c1C(=O)O	-4	14	-3.6	-5	-2.2	3	-10	-9	-6

Other compounds:
entry	Compound	IDE cell inh	CRFR2-BP antag	VIM-2 inh	GalR3 antagonist	IMP-1 inhibitor	IDE act	p-CIP stab down	UBC9 SUMO inh	NS3 helicase inh
41	CCc1ccc(NC(=O)c2sccc2-n2cccc2)cc1	8	-4	-4.8	-5	-3.9	4	-5	4	5
42	O=C(CNS(=O)(=O)c1ccc(F)cc1)Nc1ccccc1	1	20	-1.0	-3	-0.2	6	8	1	4
43	CCOc1ccccc1N=Cc1c(O)n(C)c(=O)n(C)c1=O	/	1	3.6	-13	-2.0	4	-18	9	14
44	Cc1nc2cc(C(=O)O)ccc2n1-c1ccc(F)cc1F	2	5	-2.0	-4	-5.5	2	11	-12	-2
45	Cc1ccc(SCC(=O)NC2CCS(=O)(=O)C2)cc1C (centres undefined)	1	15	/	0	/	1	/	/	/
46	CC(/C=C/c1ccco1)=N/NC(=O)Cc1cccs1	4	-8	-3.2	-3	-2.1	-1	-16	32	16
47	CC(C)C[C@H]1CN=C(Nc2ccccc2)N1CCCCc1ccccc1	3	-9	-2.2	-8	-2.5	-2	-13	5	-68
48	CCC(CO)NC(=O)c1ccc(-c2nn(C)c(=O)c3ccccc23)cc1 (centres undefined)	0	11	3.2	-4	-4.0	4	-3	25	0
49	O=Cc1cc(CCC(=O)O)ccc1O	-3	-3	-1.1	-2	-0.8	-4	2	14	30
50	COc1ccccc1N(C(=O)c1ccco1)C(C(=O)NC1CCCC1)c1cccs1 (centres undefined)	4	12	-1.8	-9	-4.1	4	-10	14	0
51	Cc1c(O)ccc(C(=O)CN2CCN(c3ccc(F)cc3)CC2)c1O	3	-20	-3.5	1	-2.2	1	-15	-4	4
52	O=C(NNC(=O)c1sccc1-n1cccc1)c1cccc(Cl)c1	7	0	-4.3	-2	-3.0	-5	-7	17	-5
53	CCOC(=O)COc1ccc(-c2nnc(-c3ccccc3)o2)cc1	-4	9	-3.5	-8	-1.6	4	-14	25	-6
54	COc1ccc(N2CCN(c3nc4c(C)cccn4c(=O)c3C=C(C#N)C#N)CC2)cc1	/	15	-2.1	-3	-0.9	4	-3	-11	5
55	CCS(=O)(=O)c1ccc(N=Nc2ccc(O)c3ncccc23)c(OC)c1	/	27	-2.0	-6	-4.7	6	5	-69	-9
56	CCn1c(C)c(CCC(=O)O)c(=O)n2nc(-c3ccccc3OC)cc12	-1	-14	-0.1	-1	-1.5	-1	-3	21	17
57	O=c1c(-c2ccc(Br)cc2)[n+]([O-])c2ccccc2n1OCc1ccccc1	-2	-8	-1.1	-5	-1.3	-1	-6	15	-9
58	O=C(NCc1nc2ccccc2[nH]1)c1ccc(Cl)c(S(=O)(=O)N2CCCC2)c1	-5	-1	-7.9	-5	-4.3	1	-4	-8	-8
59	CC1=C(C(=O)Nc2ccccc2C(=O)N2CCCCC2)SCCO1	4	-1	-1.3	-6	-1.5	1	4	12	-2
60	COCP(=O)(c1ccccc1)c1ccccc1	5	8	-1.2	2	-0.5	-3	-7	-14	3
61	O=C(c1ccccc1)N1CCN(S(=O)(=O)c2cccs2)CC1	-3	1	-1.9	-5	-1.6	5	4	8	-3
62	CCCCCCCCOC(=O)c1ccc(N)cc1	9	-4	-2.8	-5	-3.2	1	-5	-7	-3
